# Assay outcomes deposited in PubChem BioAssay by National Center for Advancing Translational Sciences (NCATS).
# Vif-APOBEC3G blk: inhibitors of Vif-APOBEC3G interaction | Potency, µM (doses to about 46.1 µM), for inactives: at the highest dose activity, negative = active, most hits filed as inhibitors | HeLa A3G-eYFP + Vif (tagged APOBEC3G with the HIV-1 protein that degrades it), YFP fluorescence, overnight | Q9HC16 | hit rate 0.076% among 410,000;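 further: potency means the concentration at half of the fitted maximal effect; on the % scale 0 is the no-effect control and ±100 the full control effect; nearly all actives have a fitted effect of over 60% in size; hits raise eYFP signal because A3G escapes Vif-driven loss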
# Target sequence (Q9HC16 whole entry, looked up): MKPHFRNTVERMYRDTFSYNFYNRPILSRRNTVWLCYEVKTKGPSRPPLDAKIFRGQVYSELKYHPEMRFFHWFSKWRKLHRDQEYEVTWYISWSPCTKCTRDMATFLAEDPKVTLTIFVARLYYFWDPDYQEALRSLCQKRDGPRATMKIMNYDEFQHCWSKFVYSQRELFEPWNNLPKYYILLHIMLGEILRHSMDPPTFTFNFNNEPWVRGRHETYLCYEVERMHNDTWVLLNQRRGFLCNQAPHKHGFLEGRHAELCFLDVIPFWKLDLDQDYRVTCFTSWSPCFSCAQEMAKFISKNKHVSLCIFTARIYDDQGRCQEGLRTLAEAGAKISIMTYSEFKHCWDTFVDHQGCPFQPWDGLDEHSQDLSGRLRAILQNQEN
#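 Read-out is eYFP fluorescence (Ex 488/Em 500-530) from Vif-expressing HeLa A3G-eYFP cells; more signal means A3G escaped Vif-mediated degradation. Cells plated overnight, compound pinned in, incubated overnight at 37 deg C.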
# IDH1 R132H inh: inhibitors of human mutant IDH1 R132H. hit rate 0.093% among 390,000. Potency, µM (top dose mostly 76.6 µM), for inactives: at the highest dose activity change, negative = inhibition, usual class: inhibitors. IDH1-R132H enzyme, NADPH consumption, diaphorase/resazurin fluorescence. AID 602179. O75874; further: potency means the concentration at half of the fitted maximal effect; on the % scale 0 is the no-effect control and ±100 the full control effect; nearly all actives have a fitted effect of over 65% in size
# Target sequence (O75874 whole entry R132H, stated change not applied): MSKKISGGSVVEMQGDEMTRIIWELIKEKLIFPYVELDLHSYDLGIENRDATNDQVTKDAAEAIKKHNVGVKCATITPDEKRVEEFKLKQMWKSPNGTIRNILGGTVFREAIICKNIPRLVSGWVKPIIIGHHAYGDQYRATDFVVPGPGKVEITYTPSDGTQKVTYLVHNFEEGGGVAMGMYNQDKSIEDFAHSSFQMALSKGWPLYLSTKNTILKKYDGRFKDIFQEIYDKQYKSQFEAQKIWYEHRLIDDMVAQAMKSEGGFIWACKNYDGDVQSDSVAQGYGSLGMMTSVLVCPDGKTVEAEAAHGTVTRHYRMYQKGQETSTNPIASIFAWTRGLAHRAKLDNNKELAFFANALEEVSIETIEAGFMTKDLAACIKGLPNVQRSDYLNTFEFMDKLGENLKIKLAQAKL
#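 IDH1-R132H (0.5 ug/mL dispensed) in pH 7.5 Tris buffer was preincubated 30 min with compound, then given a substrate mix of 0.016 mM NADPH and 2 mM alpha-KG for 80 min at room temperature; remaining NADPH was read by diaphorase/resazurin fluorescence.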
# LDHA block: blocks human lactate dehydrogenase A; hit rate 0.15% among 480,000; activity change, % (values are at about 110 or 230 µM); purified LDHA, NADH/diaphorase-resazurin fluorescence; active compounds read low; in the data active means activity change below about -30%; inconclusive means mostly about -25% to -30%;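 further: plate controls were DMSO wells for no effect and wells without enzyme for full effect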
#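 LDH5 2 nM; NADH 0.06 mM, pyruvate 0.2 mM; 200 mM Tris pH 7.4, EDTA, Tween-20; 5 min RT. Detection: diaphorase 0.133 mg/mL + resazurin 37 µM, fluorescence ex540/em590 at 0 and 20 min; normalized to enzyme-free and DMSO wells.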
# rTrxR1 inhibitor: blocks rat thioredoxin reductase 1. recombinant rTrxR1, NADPH fluorescence consumption, selenite substrate. Potency, µM (doses to about 114 µM), inactives show at the top dose activity change, negative = inhibition, usual class: inhibitors. hit rate 1% among 390,000. AID 588453; further: potency means the concentration at half of the fitted maximal effect; on the % scale 0 is the no-effect control and ±100 the full control effect; nearly all actives have a fitted effect of over 65% in size
#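 Rat TrxR1 (90 nM in the dispensed reagent) was pre-reduced with 400 uM NADPH for 5 min at room temperature, then incubated with compound for 15 min. After 400 uM selenite was added, NADPH fluorescence (Ex 340/Em 450 nm) was followed for 8 min.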
# TrxR1 substrate: substrates of rat thioredoxin reductase 1. purified TrxR1 substrate turnover, NADPH consumption readout. hit rate 0.01% among 390,000. AID 588456. Potency, µM (series often up to 114 µM), inactives show at the top dose activity change, negative = substrate turnover; further: potency means the concentration at half of the fitted maximal effect; on the % scale 0 is the no-effect control and ±100 the full control effect; nearly all actives have a fitted effect of over 50% in size
#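 Rat TrxR1, dispensed at 90 nM, was prereduced with 400 uM NADPH (final) for 5 min at ~22 deg C, then incubated with compound 15 min before 400 uM selenite. A first-read NADPH fluorescence drop versus no-compound background flagged substrates.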
# USP1-UAF1 inh: USP1/UAF1 (human) deubiquitinase inhibition; O94782; recombinant USP1/UAF1, Ub-Rhodamine cleavage fluorescence; Potency, µM (doses to about 57.1 µM), without a hit: top-dose activity change, negative = inhibition, actives largely listed as inhibitors; hit rate 0.23% among 390,000; AID 743255; further: potency means the concentration at half of the fitted maximal effect; on the % scale 0 is the no-effect control and ±100 the full control effect; nearly all actives have a fitted effect of over 60% in size; inactives centre near -12
#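 USP1/UAF1 complex at 1 nM was preincubated with compound for 15 min at room temperature, then Ub-Rho substrate (150nM final) was added. Fluorescence (480/540 nm) was read kinetically, 6 reads every 60 seconds.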
# RGS4 inh: human RGS4 inhibition | Transcreener GDP fluorescence polarization, RGS4-accelerated GTP hydrolysis | P49798 | hit rate 0.039% among 390,000 | Potency, µM (highest dose often 114 µM), for the others: top-dose activity change, negative = inhibition, usual class: inhibitors; further: potency means the concentration at half of the fitted maximal effect; on the % scale 0 is the no-effect control and ±100 the full control effect; nearly all actives have a fitted effect of over 75% in size; some results filed as inactive show a strong effect at the top dose
# Target sequence (P49798 whole entry, looked up): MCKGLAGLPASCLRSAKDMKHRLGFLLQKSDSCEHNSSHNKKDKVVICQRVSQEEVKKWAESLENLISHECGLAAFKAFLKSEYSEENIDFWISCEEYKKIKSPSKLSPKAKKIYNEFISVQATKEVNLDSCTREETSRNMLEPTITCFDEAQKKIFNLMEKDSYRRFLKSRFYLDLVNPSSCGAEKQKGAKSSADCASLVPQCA
#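 MLSMR compounds (23 nl, pin-transferred) preincubated 10 min at room temperature with a 500nM (2x) first reagent, then RGS4 at 900nM (2x) plus Transcreener GDP mix added; fluorescence polarization (620/688 nm) read before and after 90 min at 30 °C.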
# GRP78 ERSR act: induces the endoplasmic reticulum stress response in human glioma cells | AID 602332 | Potency, µM, inactives show top-dose activation, usual class: activators | U87-MG GRP78 promoter luciferase reporter, 16 h | hit rate 0.02% among 420,000; further: potency means the concentration at half of the fitted maximal effect; series mostly up to about 76 µM; % of control where 0% means no effect; nearly all actives have a fitted effect of over 35% in size
#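 Stably transfected U87-MG human glioma cells carrying a GRP78-based luminescent sensor were seeded at 1000 cells/well, pin-dosed with compounds and incubated 16 h. Luciferase reagent was then added, and end-point luminescence was read after 10 min at room temperature.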
# Vif-A3F inh: blocks the Vif interaction with APOBEC3F; Potency, µM (highest dose often 46.1 µM), for the others: top-dose activity, negative = active; hit rate 0.2% among 390,000; HeLa A3F-eYFP + Vif (tagged APOBEC3F with the HIV-1 protein that degrades it), YFP fluorescence increase; further: potency means the concentration at half of the fitted maximal effect; % of control where 0% means no effect; nearly all actives have a fitted effect of over 65% in size
#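 HeLa cells stably expressing A3F-eYFP plus Vif, plated and incubated overnight at 37 deg C, then exposed to compounds overnight at 37 deg C. Blocked degradation read as raised yellow fluorescence (Ex 488/Em 500-530).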
# An asterisk follows results filed as active; ? = inconclusive; nt = no result given; [ ] = another dose, or the depositor's remark. Unless noted, the call rests on the fitted dose curve; in most records, active means well fitted curve in the direction sought with a large enough effect; inconclusive means small, poorly fitted or top-dose-only effect, or another doubt; inactive means no such curve, though single readings can be large; an effect the other way counts as inactive or inconclusive. This is a subset; the hit share may differ from the screen's.
SMILES,Vif-APOBEC3G blk,IDH1 R132H inh,LDHA block,rTrxR1 inhibitor,TrxR1 substrate,USP1-UAF1 inh,RGS4 inh,GRP78 ERSR act,Vif-A3F inh
CC(C)CC(NC(=O)C1CCC(C)CC1)C(=O)NCc1ccccn1 (stereo not given),-7%,4%,4,4%,0%,-14%,1%,-4%,nt
CCc1cc(Cn2nc(-c3ccccc3)cc2C(=O)O)on1,-8%,3%,-1,35%[57.1 µM],8%[57.1 µM],-8%,-13%,-3%,5%
c1csc(-c2cn3c(n2)SCC3)c1,1%,-2%,-2,-20%,-7%,-9%,-38%,1%,-8%
Cn1c(C(=O)NCCN2CCOCC2)cc2c(=O)n3ccccc3nc21,-3%,0%,2,179%[activator],694%[activator],-20%,-8%,-1%,6%
C=CCOc1ccc(C(=O)O)cc1Cl,2%,2%,-2,22%,1%,12%,9%,-5%,3%
Cc1ccc(C(=O)NC(c2ccccc2)C(Cl)Cl)cc1 (stereo not given),-2%,3%,-3,-7%,-3%,-20%,-3%,2%,-11%
Cc1ccc(OCCOCCn2c(-c3ccc(Cl)cc3)nc3ccccc3c2=O)cc1,-2%,0%,-6,20%,2%,-1%,15%,-4%,1%
CC1(c2ccc3ccccc3c2)NC(=O)N(CC(=O)Nc2ncccc2O)C1=O (stereo not given),1%,-8%,3,14%,-2%,-7%,4%,-2%,4%
O=[N+]([O-])c1ccc(-c2ncc(-c3ccc(Br)cc3)o2)cc1,-3%,-3%,-13,41%[activator][57.1 µM],9%[57.1 µM],-10%,6%,-7%,-1%
COc1ccc(NC(=O)CSc2ccc(-c3cccnc3)nn2)c(OC)c1,2%,3%,-4,-23%,-17%,-1%,5%,-4%,0%
COc1ccc2c(c1)CCc1c(C(=O)NCc3ccc(Cl)cc3)noc1-2,1%,-8%,-3,-17%[57.1 µM],7%[57.1 µM],-22%,-8%,-5%,-22%
O=S(=O)(Nc1ccc(Oc2ncccn2)c(Cl)c1)c1ccc(Cl)cc1,-4%,7%,3,-15%,5%,-9%,-32%,-4%,9%

# 2 successive compounds already listed:
SMILES,Vif-APOBEC3G blk,IDH1 R132H inh,LDHA block,rTrxR1 inhibitor,TrxR1 substrate,USP1-UAF1 inh,RGS4 inh,GRP78 ERSR act,Vif-A3F inh
COc1ccc2c(c1)CCc1c(C(=O)NCc3ccc(Cl)cc3)noc1-2,1%,-8%,-3,-17%[57.1 µM],7%[57.1 µM],-22%,-8%,-5%,-22%
O=S(=O)(Nc1ccc(Oc2ncccn2)c(Cl)c1)c1ccc(Cl)cc1,-4%,7%,3,-15%,5%,-9%,-32%,-4%,9%

# Continuation:
SMILES,Vif-APOBEC3G blk,IDH1 R132H inh,LDHA block,rTrxR1 inhibitor,TrxR1 substrate,USP1-UAF1 inh,RGS4 inh,GRP78 ERSR act,Vif-A3F inh
O=C(NN=C1CCN(Cc2ccccc2)CC1)c1cc(Br)ccc1O,0%,0%,0,-22%,15%,-15%,6%,4%,2%
O=C(CCCC(=O)OCC(=O)c1cccs1)Nc1ccc(Oc2ccccc2)cc1,1%,0%,-11,17%[57.1 µM],4%[57.1 µM],-21%,2%[11.4 µM],-9%,1%
COc1cc(-c2cc(OC)c3c(C)oc(C)c3c(=O)c2)ccc1OC(=O)c1ccccc1C,-10%,26%,6,-3%,-10%,-31%,-11%,-2%,-13%
Cc1cc(C(=O)CN2C(=O)NC(CC(C)C)C2=O)c(C)n1C1CC1 (stereo not given),0%,3%,-12,3%[57.1 µM],5%[57.1 µM],-12%,20%,9%,-1%
O=C(CNC(=O)c1ccccc1F)N/N=C/c1cccnc1,-1%,-2%,-9,19%,2%,-7%,13%,0%,1%
Cc1cc(C)c2cc3c(N)c(C(=O)N4CCOCC4)sc3nc2c1,-27%,17%,2,10%[57.1 µM],-7%[57.1 µM],-21%,?,11%,?
O=c1nc2n(c3ncccc13)CCCCC2,-1%,3%,-4,17%[57.1 µM],-7%[57.1 µM],-13%,-25%,-4%,8%
COc1ccc(-c2cc(=O)oc3c(C)c(OCC(=O)NCC4CCC(C(=O)O)CC4)ccc23)cc1 (stereo not given),2%,17%,-2,10%[57.1 µM],5%[57.1 µM],-22%,-7%,-1%,8%
COC(=O)c1cc(NC(=O)c2ccc([N+](=O)[O-])cc2)c(=O)oc1C,1%,4%,-8,-5%[57.1 µM],4%[57.1 µM],-17%,-3%,-2%,-1%
COC(=O)Cc1cc(=O)[nH]c(/N=C(\N)Nc2ccc(C)cc2C)n1,1%,0%,-5,2%,0%,-10%,-18%,-3%,1%
Cc1ccc2c(c1)N(C(=O)CCC(=O)N1CCOCC1)CC(C)O2 (stereo not given),-1%,16%,-2,29%[57.1 µM],16%[57.1 µM],-21%,-31%,-4%,0%
Cc1noc(C)c1NC(=O)N(C)C[C@H]1Oc2ccc(NS(=O)(=O)c3cccs3)cc2C(=O)N([C@H](C)CO)C[C@@H]1C,2%,4%,-4,-1%[57.1 µM],-9%[57.1 µM],-6%,-8%,-1%,0%
CC(=O)Nc1cc(Cl)ccc1OS(=O)(=O)c1ccc(C)cc1,-2%,1%,-3,18%[57.1 µM],12%[57.1 µM],-3%,3%,-2%,5%
CNC(=O)/C(C#N)=C/c1c(N(Cc2ccccc2)Cc2ccccc2)nc2ccccn2c1=O,0%,52µM*,3,-4%,-2%,-24%,-18%,-2%,-10%
S=c1nc(-c2ccccc2)oc2c1CCCC2,-2%,3%,0,-13%,1%,-21%,-51%,5%,1%
CCCCc1nnc(NC(=O)Cc2ccc(S(=O)(=O)N3CCOCC3)s2)s1,-1%,-9%,-12,?,0%,-16%,2%,-3%,3%
Cc1cc(C(=O)NNC(=O)c2ccccc2F)c2ccccc2n1,2%,5%,-6,2%,-5%,-1%,23%,-3%,4%
COc1ccc(-c2nnc(SCC(=O)N/N=C/c3ccccc3C(=O)O)n2-c2ccc(Cl)cc2)cc1,-2%,2%,-1,7%,-4%,-16%,3%,-3%,7%
O=C(Cc1ccc(Cl)cc1Cl)Nc1ccc(OC(F)F)c(Cl)c1,1%,5%,-4,18%,4%,-20%,-3%,-5%,11%
Cc1ccc(CNCc2ccccc2Cl)s1,-1%,0%,4,13%,6%[11.4 µM],-23%,1%,3%,0%
COc1ccc(S(=O)(=O)N2CCN(c3ccccc3OC)CC2)cc1OC,0%,-3%,-3,-8%,-2%,-21%,0%,-5%,-1%
Cc1ccc(Nc2cc(C)c(O)c(C)c2)cc1,-4%,26%,38,-17%[57.1 µM],10%[57.1 µM],?,?,2%,?
CCN(CC)CCCNC(=O)c1cc(Nc2ccc(OC)cc2)nc2ccccc12,1%,-4%,-3,2%[57.1 µM],-2%[57.1 µM],-11%,-11%,-5%,2%
COc1ccc(OC)c(NC(=O)Cn2ccn(-c3ccc(F)cc3)c(=O)c2=O)c1,2%,-2%,-3,38%[activator],10%[11.4 µM],12%,19%,-2%,0%

# Three structures out of the list, ordered by number of heavy atoms, rising:
SMILES,Vif-APOBEC3G blk,IDH1 R132H inh,LDHA block,rTrxR1 inhibitor,TrxR1 substrate,USP1-UAF1 inh,RGS4 inh,GRP78 ERSR act,Vif-A3F inh
Cc1cc(C(=O)NNC(=O)c2ccccc2F)c2ccccc2n1,2%,5%,-6,2%,-5%,-1%,23%,-3%,4%
COc1ccc(S(=O)(=O)N2CCN(c3ccccc3OC)CC2)cc1OC,0%,-3%,-3,-8%,-2%,-21%,0%,-5%,-1%
CNC(=O)/C(C#N)=C/c1c(N(Cc2ccccc2)Cc2ccccc2)nc2ccccn2c1=O,0%,52µM*,3,-4%,-2%,-24%,-18%,-2%,-10%

# The list continues:
SMILES,Vif-APOBEC3G blk,IDH1 R132H inh,LDHA block,rTrxR1 inhibitor,TrxR1 substrate,USP1-UAF1 inh,RGS4 inh,GRP78 ERSR act,Vif-A3F inh
Cc1ccc(SCC(=O)OCC(=O)NCCc2ccccc2)cc1C,-3%,16%,0,9%,-1%,-20%,16%,-3%,5%
Cc1ccc(C(=O)OCC(=O)N2CC(C)OC(C)C2)cc1 (stereo not given),-2%,0%,-5,14%,5%,-2%,-5%,-4%,7%
COc1cc(C(=O)N(C)C2CCCCC2)ccc1OC1CCN(C(C)=O)CC1,-5%,-3%,-5,15%,1%,-16%,-12%,0%,2%
CCOC(=O)CCNC(=O)N1CCCC(CNS(=O)(=O)Cc2ccccc2)C1 (stereo not given),2%,21%,-9,25%[57.1 µM],8%[57.1 µM],-21%,-24%,-2%,-16%
CCCCC(=O)Oc1ccccc1C1SCc2cc(C)c(C)cc2CS1,0%,1%,-3,-12%,-6%,-11%,21%,3%,-6%
CCOc1ccc(C(=O)NCC(=O)OCc2nnc(-c3ccccc3)o2)cc1OCC,0%,3%,-1,23%,9%,-17%,-15%,1%,-3%
O=C(c1ccccc1F)N1CCN(C(=O)C2CC2)CC1,0%,0%,-9,10%[57.1 µM],4%[57.1 µM],-20%,0%,-2%,-11%
CC1CCN(C(=O)CN(CCc2ccccc2)S(C)(=O)=O)CC1,0%,6%,-5,13%,3%,-22%,-22%,-2%,3%
C[C@@H]1CN([C@@H](C)CO)C(=O)CCCn2nncc2CO[C@H]1CN(C)S(=O)(=O)c1cccc(C#N)c1,1%,6%,-1,nt,nt,-5%,nt,-4%,-2%
